# EPAC2 antag: EPAC2 (human) antagonism. Q8WZA2. EPAC2 GEF exchange of Rap1B-BODIPY-GDP, fluorescence. Potency, µM (top dose mostly 114 µM), for the others: at the highest dose activity, negative = inhibition, most hits filed as inhibitors. 0.18% of 360,000 active. AID 720708; further: potency means the concentration at half of the fitted maximal effect; on the % scale 0 is the no-effect control and ±100 the full control effect; nearly all actives have a fitted effect of over 45% in size; many of its hits are not listed in these tables
# Target sequence (Q8WZA2 whole entry, looked up): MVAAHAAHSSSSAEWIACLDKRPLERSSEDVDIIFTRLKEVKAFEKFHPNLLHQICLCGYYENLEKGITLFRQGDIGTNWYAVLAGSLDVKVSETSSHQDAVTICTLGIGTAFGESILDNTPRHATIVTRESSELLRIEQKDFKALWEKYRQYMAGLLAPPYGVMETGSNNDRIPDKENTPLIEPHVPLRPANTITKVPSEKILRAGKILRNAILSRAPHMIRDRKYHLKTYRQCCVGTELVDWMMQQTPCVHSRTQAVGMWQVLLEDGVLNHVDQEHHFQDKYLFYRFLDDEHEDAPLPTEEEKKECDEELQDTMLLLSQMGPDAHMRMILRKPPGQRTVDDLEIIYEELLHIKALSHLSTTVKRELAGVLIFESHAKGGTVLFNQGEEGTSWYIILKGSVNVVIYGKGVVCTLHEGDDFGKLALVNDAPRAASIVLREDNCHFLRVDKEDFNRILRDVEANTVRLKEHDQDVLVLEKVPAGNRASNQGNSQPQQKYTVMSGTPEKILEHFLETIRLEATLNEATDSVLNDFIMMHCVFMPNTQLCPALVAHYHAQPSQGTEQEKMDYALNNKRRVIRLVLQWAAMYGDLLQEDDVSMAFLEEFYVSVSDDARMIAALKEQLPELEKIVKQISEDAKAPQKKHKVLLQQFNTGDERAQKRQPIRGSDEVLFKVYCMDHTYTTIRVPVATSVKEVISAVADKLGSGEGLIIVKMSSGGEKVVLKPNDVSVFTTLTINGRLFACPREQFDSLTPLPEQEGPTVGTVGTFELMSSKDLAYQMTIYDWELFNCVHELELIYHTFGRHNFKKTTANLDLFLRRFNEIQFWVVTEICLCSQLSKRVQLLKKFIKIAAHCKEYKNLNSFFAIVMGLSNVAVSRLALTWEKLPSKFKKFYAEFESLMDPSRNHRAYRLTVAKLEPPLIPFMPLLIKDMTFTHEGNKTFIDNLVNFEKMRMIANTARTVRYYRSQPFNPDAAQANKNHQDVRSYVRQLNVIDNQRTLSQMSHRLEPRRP
# DRD3 antagonist: D3 dopamine receptor (human) antagonism | AID 652054 | 2.5% of 360,000 active | D3R cells, DiscoveRx beta-arrestin luminescence, antagonist mode; active compounds read low | max response, negative = inhibition, % | P35462; in the data active means max response below about -50%; inconclusive means no clear call, values can overlap the other calls; further: on the % scale 0 is the no-effect control and ±100 the full control effect; mostly tested at two doses, the higher about 12 µM
#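 Cells plated overnight at 1500 cells/well, then exposed to library compounds with dopamine controls for 90 minutes at 37 degrees C. DiscoveRx reagent added for 30–60 minutes at room temperature; luminescence read, quantitative HTS format.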
# D3 ag: agonists of human D3 dopamine receptor | D3R DiscoveRx beta-arrestin cells, luminescence, 90 min | max activation, % | 0.58% of 410,000 active | AID 652048; in the data active means max activation above about 30%; further: 0% is about no effect; mostly tested at two doses, the higher about 12 µM
#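 Agonist-mode cell screen: cells plated at 1500/well and incubated overnight at 37 °C, then exposed to library compounds for 90 min at 37 °C. Detection reagent was added for 30–60 min at room temperature, and luminescence was read.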
# TDP43 rescue: TDP-43 toxicity inhibition in yeast | TDP-43 expressing yeast growth rescue, BacTiter-Glo, 24 h | Potency, µM (top dose mostly 46.1 µM), for the others: top-dose growth rescue (activation), hits mostly activators | 1.8% of 410,000 active | AID 652104; further: potency means the concentration at half of the fitted maximal effect; % of control where 0% means no effect; nearly all actives have a fitted effect of over 50% in size
#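 Cell-based yeast growth screen: TDP-43 expression induced in galactose, inoculum OD600=0.02 after raffinose pregrowth to mid-log. Read-out BacTiter-Glo luminescence at 24 hr, 30 deg C; inhibition of toxicity seen as signal increase.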
# FUS suppressor: FUS proteinopathy suppression in yeast. S. cerevisiae FUS-expressing, growth rescue, OD600, 24 h. Potency, µM (titrated, usually from 76.6 µM), without a hit: at the highest dose growth rescue (activation), usual class: activators. 0.24% of 390,000 active. AID 1347120;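 further: potency means the concentration at half of the fitted maximal effect; plate controls were DMSO vehicle for no effect and reference control for full effect; nearly all actives have a fitted effect of over 55% in size; some results filed as inactive show a strong effect at the top dose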
#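 Compound concentration series was pinned onto galactose-induced FUS-expressing yeast seeded at OD 0.005. Plates sat 24hr at 30C; absorbance at 600 nm gave growth. DMSO served as background control.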
# EPAC2 agonist: activates human EPAC2 exchange factor. Q8WZA2. Potency, µM (titrated, usually from 154 µM), without a hit: at the highest dose activation, usual class: activators. 0.079% of 360,000 active. EPAC2 activation, biochemical qHTS; response scale: 100% = 6.5 mM cAMP response; further: potency means the concentration at half of the fitted maximal effect; nearly all actives have a fitted effect of over 50% in size
#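 Each well held 100 nM EPAC2, 250 nM RAP1B-BODIPY-GDP and 50 uM GDP. Fluorescence, read at 5-min intervals to 30 min, was referenced to a 6.5 mM cAMP positive control.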
# aSyn rescue: inhibitors of alpha-synuclein toxicity in yeast. Yeast expressing alpha-synuclein, growth rescue, BacTiter-Glo, 24 h. Potency, µM (series often up to 46.1 µM), without a hit: at the highest dose growth rescue (activation), actives largely listed as activators. 0.14% of 370,000 active. AID 652106; further: potency means the concentration at half of the fitted maximal effect; % of control where 0% means no effect; nearly all actives have a fitted effect of over 65% in size
#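 Readout is rescue of growth in alpha-synuclein-expressing yeast, so inhibitors of toxicity appear as activators. Growth after 24 hr at 30 deg C in galactose medium is quantified by luminescence.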
# Abeta rescue: restores growth of yeast expressing A-beta42 peptide; Potency, µM (doses to about 46.1 µM), for inactives: at the top dose growth rescue, actives largely listed as activators; yeast expressing A-beta42, growth rescue, OD600, 48 h; response scale: 0% DMSO, 100% iron-clioquinol control; 0.063% of 410,000 active; further: potency means the concentration at half of the fitted maximal effect; nearly all actives have a fitted effect of over 55% in size
#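 Growth rescue measured by 600 nm absorbance after 48 h yeast culture at 30 C with compound. Values normalized between DMSO and an equimolar ferric chloride plus clioquinol control.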
# The depositor's hits bear a star; ? = inconclusive; · = no result given; & = joins results of further samples; [ ] = remark or other dose. Unless noted, the call rests on the fitted dose curve; in most records, active means well fitted curve in the direction sought with a large enough effect; inconclusive means small, poorly fitted or top-dose-only effect, or another doubt; inactive means no such curve, though single readings can be large; an effect the other way counts as inactive or inconclusive. Some of the compounds tested; rates above refer to the full screens.
SMILES,EPAC2 antag,DRD3 antagonist,D3 ag,TDP43 rescue,FUS suppressor,EPAC2 agonist,aSyn rescue,Abeta rescue
CCOC(=O)N1CCN(C(=S)Nc2cccc(C)c2)CC1,11%[57.1 µM],12,7,11%,4%,-4%,-19%,12%
CN1C(=O)C(C)(C)c2cc(S(=O)(=O)N3CCCC(C(=O)NCc4ccc(F)cc4)C3)ccc21 (stereo not given),1%,-3,5,14%,27%,5%,-1%,3%
O=S(=O)(c1ccccc1)n1nc(-c2ccco2)nc1NCc1ccccc1,·,·,4,0%,35%,·,·,11%
COc1ccc(C(=O)NNC(=O)CN2CCC(n3nnc4cc(F)ccc43)CC2)cc1,6%,-2,-9,-23%,·,0%,11%,4%
N#C/C(=C/c1cc(Cl)c(O)c(Cl)c1)C(=O)N1CCCCC1,0%,-26,0,?,21%,-4%,4%,-1%
O=[N+]([O-])c1ccc(N2CCN(S(=O)(=O)Cc3ccccc3)CC2)cc1N1CCOCC1,-5%,-7,-1,10%,18%,4%,1%,-4%
CCOc1cccc2cc(C(=O)NCc3ccc(F)cc3)c(=N)oc12,-5%,-14,-4,4%,20%,-1%,-5%,-3%
NC(=O)C1=CC2C3C=CC2(O)C(=O)OC3O1 (stereo not given),7%,-14,-7,8%,·,4%,3%,-22%
CCOC(=O)COc1ccc(S(=O)(=O)N2CCN(c3ccccc3)CC2)cc1,?,18,12,19%,8%,3%,9%,8%
O=C(Nc1cccc(C(=O)N2CCCC2)c1)C1CC1,-5%,-4,-13,-4%,-16%,7%,-3%,-6%
CCOC(=O)C1=C(CC)Nc2ccccc2N=C1NC(=O)c1ccc(OC)c(S(=O)(=O)N2CCCCC2C)c1 (stereo not given),1%,37,2,14%,4%,-1%,6%,?
CCCN(CCC)CCCNC(=O)c1nn(-c2cccc(OC)c2)c(=O)c2ccccc12,3%,-7,-2,16%,-16%,-7%,13%,7%
O=C(c1ccccc1)c1ccc(COC(=O)c2cnccn2)cc1,3%,9,-5,?,0%,3%,-7%,-2%
CC(=O)NCCNc1nc2c(-c3cccc(C)c3)nnn2c2ccccc12,3%,-2,0,18%,1%,-9%,0%,3%
O=C(NNC1=C(C(=O)C(F)(F)F)CCC1)c1ccc(Cl)cc1,15%,47,11,12%,3%,-6%,-18%,-94%[inhibitor]
Cc1cc(C)c(CSc2nnnn2-c2ccc(C(=O)O)cc2)c(C)c1,?,-9,-11,-9%,-7%,3%,?,-11%
CC(NC(=O)c1ccccc1)C(=O)N/N=C/c1ccccc1 (stereo not given),2%,-16,-6,-22%,14%,7%,-2%,-14%
O=S(=O)(NCc1ccco1)c1cnc(Cl)c(Cl)c1,-3%,-8,-4,26%,-26%,7%,?,0%
Cc1nn(-c2cc(C(F)(F)F)ccn2)c(=O)o1,6%,4,4,8%,-22%,1%,-4%,4%
COC(=O)c1ccccc1NC(=O)Cn1c(=O)n(-c2cccc(C(F)(F)F)c2)c(=O)c2c(C)c(C)sc21,·,·,-15,16%,-19%,·,·,-21%
COc1ccc(NC(=O)Cn2nnc(-c3ccccc3NS(=O)(=O)c3ccccc3)n2)cc1,-16%,22,1,10%,·,4%,11%,10%
COc1ccc(CNC(=O)COC(=O)c2c(NC(C)=O)sc(C)c2C)cc1,-10%,5,-11,23%,1%,-1%,1%,-9%
Cn1c(CCC(=O)O)nc2cc(S(=O)(=O)N3CCCC3)ccc21,-2%,4,-6,-5%,4%,6%,-1%,7%
CC(C)(C)c1ccc(C(=O)NCCC(=O)NCc2ccc(F)cc2)cc1,5%,-23,-4,20%,-16%,-11%,0%,3%
COc1ccc(CCNCC2C(Oc3ccc(Cl)cc3)C(=O)N2c2ccccc2C)cc1OC (stereo not given),-14%,6,-4,-1%,24%,11%,10%,-7%

# 4 records drawn at random from those above, as already listed:
SMILES,EPAC2 antag,DRD3 antagonist,D3 ag,TDP43 rescue,FUS suppressor,EPAC2 agonist,aSyn rescue,Abeta rescue
COc1ccc(NC(=O)Cn2nnc(-c3ccccc3NS(=O)(=O)c3ccccc3)n2)cc1,-16%,22,1,10%,·,4%,11%,10%
O=[N+]([O-])c1ccc(N2CCN(S(=O)(=O)Cc3ccccc3)CC2)cc1N1CCOCC1,-5%,-7,-1,10%,18%,4%,1%,-4%
CCOC(=O)C1=C(CC)Nc2ccccc2N=C1NC(=O)c1ccc(OC)c(S(=O)(=O)N2CCCCC2C)c1 (stereo not given),1%,37,2,14%,4%,-1%,6%,?
NC(=O)C1=CC2C3C=CC2(O)C(=O)OC3O1 (stereo not given),7%,-14,-7,8%,·,4%,3%,-22%

# (cont.)
SMILES,EPAC2 antag,DRD3 antagonist,D3 ag,TDP43 rescue,FUS suppressor,EPAC2 agonist,aSyn rescue,Abeta rescue
COc1ccccc1NC(=O)CN1CCC(n2c(C)nc3cc(F)ccc32)CC1,-6%,19,1,12%,27%,-1%,-6%,12%
CCCn1c(/C=C/c2ccco2)nc2ccccc21,4%,8,3,13%,·,-7%,8%,-14%
Cc1c(NC(=O)CN2C(=O)NC3(CCC(C)CC3)C2=O)c(=O)n(-c2ccccc2)n1C (stereo not given),0%,1,-5,-17%,-4%,8%,1%,-15%
CCc1cccc(NC(=O)c2cc(S(=O)(=O)N3CCCCC3)ccc2N2CCOCC2)c1,1%,?,-8,17%,42%,4%,-7%,15%
C[C@H](NC(=O)c1nc[nH]c1C(=O)NCc1ccc(CNC(=O)OC(C)(C)C)cc1)C(=O)OC(C)(C)C,-6%,11,-2,12%,?,1%,-7%,2%
COc1cc(OC)c(OC)cc1/C=C/c1ccnc2ccccc12,-13%,1,0,5%,·,-3%,3%&1%,0%
Cc1cc(C)c(NC(=O)C(C)n2nc(C)c3sc4ccccc4c3c2=O)c(C)c1 (stereo not given),·,·,7,6%,-9%,·,·,3%
CCOc1ccc(C2C(C#N)=C(N)N(N(C)C)C3=C2C(=O)CC(C)(C)C3)cc1 (stereo not given),-2%,-8,6,-14%,-7%,0%,-1%,-13%
CCc1ccccc1NC(=O)CSc1nnc([C@@H](NC(=O)OC(C)(C)C)C(C)C)o1,18%,15,-1,16%,?,4%,-6%,-2%
COc1cc(OCC(=O)NC(C)C)cc2c1C(=O)O[C@@H](C)CCCC(=O)CCCCC2,1%,-8,0,8%,-23%,9%,-2%,7%
COc1cc(Br)cc2cc(C(=O)N3CCN(C(=O)c4ccco4)CC3)c(=O)oc12,7%,-23,13,-9%,16%,3%,0%,21%
Cc1ccc(C(=O)NC(=S)NNC(=O)c2ccccc2)cc1,-1%,4,3,-39%[inhibitor],3%,6%,0%,-11%
COc1ccc2c(c1)CC(C(=O)NCCN1CCN(c3cccc(C)c3C)CC1)CO2 (stereo not given),·,·,47*,0%[9.22 µM],-12%,·,·,3%
CCOC(=O)/C(=C\c1ccccc1)NC(=O)c1ccccc1,2%,5,8,17%,-3%,10%,3%,7%
O=C(O)Cc1c(-c2ccccc2)c2cc(Cl)ccc2[nH]c1=O,3%,?,-6,-11%,11%,8%,0%,5%
O=C(Cn1cc(SCc2ccc(C(F)(F)F)cc2)c2ccccc21)N1CCCCCC1,·,·,-7,11%,34%,·,·,-7%
C=CCNC(=O)CN1C(=O)c2cccc3cccc1c23,-6%,2,-4,?,-16%,4%,1%,5%
COc1cccc(NC(=O)c2ccccc2-c2ccccc2)c1,31%[activator],9,-4,-2%,11%,4%,2%,2%
COCCSc1ncnc2c1oc1nc3c(cc12)COC(C)(C)C3,-2%,4,2,3%,31%,6%,2%,-11%
O=C(COC(=O)c1cccc(S(=O)(=O)N2CCc3ccccc32)c1)Nc1ncc(Cl)cc1Cl,2%,-6,-48,2%,37%,22%,-1%,3%
Cc1cc(CN(C)C(=O)c2ccc3nc(Cc4ccccc4F)oc3c2)on1,-9%,-3,8,11%,14%,8%,1%,10%
COc1ccc(C(=O)NC(C)c2nnc(SCC(=O)Nc3nc(C)cs3)n2C)cc1 (stereo not given),5%,-27,4,-8%,15%,5%,6%,14%
CC(=O)N1CCN(S(=O)(=O)c2cccc(C(=O)N(Cc3ccccc3)c3cccc(C)c3)c2)CC1,8%,11,-3,-28%,40%,5%,-1%,-13%
Cc1nc2ccn(Cc3ccco3)c(=O)c2cc1C(=O)Nc1ccc(F)cc1,·,·,-1,15%,24%,·,·,-2%
O=C(Nc1ccncc1)c1c(Cl)cccc1Cl,-23%,15,6,13%,-11%,-5%,3%,4%
SMILES,EPAC2 antag,DRD3 antagonist,D3 ag,TDP43 rescue,FUS suppressor,EPAC2 agonist,aSyn rescue,Abeta rescue
COP(=O)(OC)C(Nc1cc(Cl)cc(Cl)c1)c1cccc(O)c1 (stereo not given),?,-25,-7,-3%,11%,7%,-1%,-1%
COC(=O)/C(=N/Nc1ccccc1OC)N1CCCc2ccccc21,-13%,-24,-10,0%,0%,12%,5%,12%
COc1ccc(C(=O)Nc2ccc(C(=O)c3ccccc3)cc2)cc1,3%,7,7,-8%,-12%,6%,-3%,1%
Cc1ccc(-n2c(-c3nn(C)c(C)c3Cl)n[nH]c2=S)cc1,1%,-57*,-3,5%,12%,3%,6%,0%
COc1ccc(N2C(=O)c3ccc(C(=O)Nc4cc(OC)ccc4OC)cc3C2=O)cc1,19%,22,6,19%,-31%,-4%,-5%,1%
OC(CSc1c(Cl)cccc1Cl)CN1CCN(c2ccccc2F)CC1 (stereo not given),-4%,-56*,20,-14%,11%,-1%,-1%,15%
CCC(=O)Oc1ccc(C(=O)Nc2cccc(C(=O)NC(C)(C)C)c2)cc1,5%,2,-3,-16%,19%,1%,-6%,3%
Cc1nc(CS(=O)(=O)c2ccccn2)sc1C(=O)NNC(=O)c1c(F)cccc1Cl,1%,-3,6,16%,4%,6%,3%,12%
Cc1cccc(CSc2nnnn2-c2ccccc2)c1,-11%,3,-3,?,14%,14%,-11%,5%
COCCCNC(=S)NCCNc1nc2cc(C)cc(C)c2cc1C#N,10%,10,6,4%,4%,4%,3%,-4%
Cc1ccc(C)c(Nc2nc(-c3ccccc3)c3cc(Br)ccc3n2)c1,·,·,19,29%,13%,·,·,5%
O=C(NCC(=O)N1CCCC1)c1ccccc1F,1%,16,2,-8%,-9%,-4%,4%,-4%
O=C1C=CC2C(c3ccc4c(c3)OCO4)CC1N2Cc1ccccc1 (stereo not given),-1%,3,-2,8%,-8%,8%,14%,1%
NC(=O)c1cc(-c2ccccc2)nc(N2CCOCC2)n1,12%,-20,7,17%,-9%,0%,4%,11%
O=C(NCc1ccc2c(c1)OCO2)C1CCN(S(=O)(=O)N2CCOCC2)CC1,12%,1,3,19%,13%,-10%,-1%,-1%
Cn1c(=O)cc(OCCCC(=O)Nc2cccnc2)c2ccccc21,10%[57.1 µM],12,0,5%,7%,10%,1%,-10%
